Screens from PubChem BioAssay.
N370S GC – qHTS Assay for Inhibitors and Activators of N370S glucocerebrosidase as a Potential Chaperone Treatment of Gaucher Disease; N370S GC spleen homogenate, 4MU-glucoside fluorescence; Potency, µM (doses to about 59.4 µM), without a hit: top-dose activity change, negative = inhibition, usual class: inhibitors; 330,000 tested, 0.092% active;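 note: 0% = full enzyme activity and -100% = no enzyme basal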
TDP1 block – qHTS Assay for Inhibitors of Tyrosyl-DNA Phosphodiesterase (TDP1). Tyrosyl-DNA phosphodiesterase 1 (Homo sapiens), Q9NUW8. recombinant TDP1, AlphaScreen DNA substrate cleavage. Potency, µM (top dose mostly 130 µM), inactives show top-dose activity change, negative = inhibition, actives largely listed as inhibitors. 350,000 tested, 0.28% active; note: nearly all actives have a fitted effect of over 40% in size
Target sequence (Q9NUW8 whole entry, looked up): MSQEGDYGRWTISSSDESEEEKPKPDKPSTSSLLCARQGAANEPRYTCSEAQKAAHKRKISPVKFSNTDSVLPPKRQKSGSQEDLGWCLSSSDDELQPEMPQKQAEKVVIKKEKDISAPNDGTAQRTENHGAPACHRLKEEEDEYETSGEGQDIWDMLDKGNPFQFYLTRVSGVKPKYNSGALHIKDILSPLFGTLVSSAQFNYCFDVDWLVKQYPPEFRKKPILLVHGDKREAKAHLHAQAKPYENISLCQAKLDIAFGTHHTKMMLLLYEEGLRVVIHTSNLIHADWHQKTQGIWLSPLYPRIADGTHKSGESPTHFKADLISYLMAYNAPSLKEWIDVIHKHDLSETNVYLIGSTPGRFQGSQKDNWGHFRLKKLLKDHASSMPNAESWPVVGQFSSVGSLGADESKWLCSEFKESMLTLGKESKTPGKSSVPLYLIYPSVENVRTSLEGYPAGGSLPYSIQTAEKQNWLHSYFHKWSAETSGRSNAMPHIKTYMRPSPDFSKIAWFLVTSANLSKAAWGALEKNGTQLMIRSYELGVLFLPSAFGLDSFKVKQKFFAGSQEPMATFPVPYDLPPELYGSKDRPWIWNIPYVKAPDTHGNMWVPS
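Compounds were preincubated with Tdp1 (1 nM final) for 15 min at room temperature before substrate (15 nM final) started a 5 min reaction; beads (10 ug/ml final) were then added for 10 min before AlphaScreen detection.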
FEN1 inhibitor – qHTS Assay for the Inhibitors of Human Flap endonuclease 1 (FEN1); P39748; Recombinant FEN1 flap cleavage, fluorescence, 15 min; Potency, µM (series often up to 114 µM), without a hit: at the top dose activity change, negative = inhibition, hits mostly inhibitors; 390,000 tested, 0.35% active; AID 588795, 2011; note: nearly all actives have a fitted effect of over 65% in size
Target sequence (P39748 whole entry, looked up): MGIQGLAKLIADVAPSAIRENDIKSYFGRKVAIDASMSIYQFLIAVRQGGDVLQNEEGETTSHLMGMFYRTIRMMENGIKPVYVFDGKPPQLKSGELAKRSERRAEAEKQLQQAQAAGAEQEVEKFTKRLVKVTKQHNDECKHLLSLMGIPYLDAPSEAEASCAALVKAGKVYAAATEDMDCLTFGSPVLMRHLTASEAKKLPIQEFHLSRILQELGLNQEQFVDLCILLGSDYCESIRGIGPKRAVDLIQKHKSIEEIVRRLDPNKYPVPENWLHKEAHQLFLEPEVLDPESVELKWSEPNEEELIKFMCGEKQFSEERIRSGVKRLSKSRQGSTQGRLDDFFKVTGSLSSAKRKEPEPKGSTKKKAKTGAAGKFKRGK
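FEN1 at 10 nM, compound pretreatment for 15 min (room temperature), 50 nM final substrate to initiate; endpoint reads at 0 and 15 min; DMSO-only plates used as vehicle background.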
* hit, by the source's call; ? = inconclusive; . = not tested or not shown; & = joins results of further samples; [ ] = another dose, or the depositor's remark. Calls come from the whole dose curve; as a rule, active = well fitted curve in the direction sought with a large enough effect; inconclusive = small, poorly fitted or top-dose-only effect, or another doubt; inactive = no such curve, though single readings can be large; an effect the other way counts as inactive or inconclusive. Unless noted, % is set by controls: 0 for no effect and ±100 for the full control effect; potency is the fitted concentration of half-maximal effect.

Results follow in this order: N370S GC	TDP1 block	FEN1 inhibitor
CCCN1CCc2c(sc(NC(=O)Cc3ccc(F)cc3)c2C(N)=O)C1
→ -0.4%	5.2%	-13.1%
CC(=O)NCCNC(=O)c1ccc(Cn2c(=O)[nH]c3ccsc3c2=O)cc1
→ 1.4%	.	11.6%
CCc1nc2ccccc2n1CCC(=O)O
→ 2.9%	1.1%	-0.2%
CN1C(=O)/C(=C\c2ccco2)N=C1c1ccc(Cl)cc1Cl
→ -4.7%	.	-3.9%
O=C(COC(=O)CC1CCCC1)Nc1cccc(F)c1
→ .	-3.0%[56.1 µM]	-21.9%
CCOc1ccc(N2CC(C(=O)Nc3nnc(SCCOC)s3)CC2=O)cc1 (stereo not drawn)
→ -3.2%	.	-6.8%
CC(C)(C)[C@H]1COC(=O)[C@H](NC(=O)OCC2c3ccccc3-c3ccccc32)C/C=C\C[C@@H](CC(=O)N[C@@H](CO)Cc2ccccc2)C(=O)N1
→ .	-4.8%	-7.9%
Cc1nnc(SCC2=C(C(=O)O)N3C(=O)C(NC(=O)Cn4ncc(Cl)c4C)C3SC2)s1 (stereo not drawn)
→ 18.0%	-2.7%	-15.9%
CCc1cccc(OCC(=O)Nc2ccc(S(=O)(=O)Nc3onc(C)c3C)cc2)c1
→ -2.6%	2.9%	-8.2%
Cc1ccc(S(=O)(=O)/N=c2\scc(C)n2C)cc1
→ ?	-1.7%	3.9%
COC(=O)/C(=C\C(=O)c1ccc([N+](=O)[O-])cc1)Nc1ccc(OC)cc1
→ -1.7%	5.7%	?
Cc1ccc(CC2CC(=O)N(c3nc4ccccc4n3C)C2=O)cc1 (stereo not drawn)
→ -3.5%	8.8%	-0.5%
COC(=O)[C@@]1(Cc2ccccc2)[C@H]2c3cc(C(=O)N(C)C)n(Cc4ccsc4Br)c3C[C@H]2CN1C(=O)c1ccccc1
→ -0.9%	16.5%	.
Cc1ccc2oc(C(=O)N3CCN(CCO)CC3)c(C)c2c1
→ -9.5%	0.4%	-1.3%
CC(C)CC(=O)Nc1nnc(SCC(=O)Nc2nccs2)s1
→ -0.6%	3.7%	-7.6%

6 entries drawn at random from the list so far:
Results follow in this order: N370S GC	TDP1 block	FEN1 inhibitor
CC(C)CC(=O)Nc1nnc(SCC(=O)Nc2nccs2)s1
→ -0.6%	3.7%	-7.6%
CCc1nc2ccccc2n1CCC(=O)O
→ 2.9%	1.1%	-0.2%
COC(=O)/C(=C\C(=O)c1ccc([N+](=O)[O-])cc1)Nc1ccc(OC)cc1
→ -1.7%	5.7%	?
CCCN1CCc2c(sc(NC(=O)Cc3ccc(F)cc3)c2C(N)=O)C1
→ -0.4%	5.2%	-13.1%
COC(=O)[C@@]1(Cc2ccccc2)[C@H]2c3cc(C(=O)N(C)C)n(Cc4ccsc4Br)c3C[C@H]2CN1C(=O)c1ccccc1
→ -0.9%	16.5%	.
O=C(COC(=O)CC1CCCC1)Nc1cccc(F)c1
→ .	-3.0%[56.1 µM]	-21.9%

Next records:
Results follow in this order: N370S GC	TDP1 block	FEN1 inhibitor
Oc1ccc(Br)cc1-c1cc(-c2ccco2)[nH]n1
→ 4.1%	2.3%	-20.0%
CCNC(=O)CN(c1ccc(Br)c(C)c1)S(C)(=O)=O
→ 3.0%	5.4%	5.4%
O=[N+]([O-])c1ccc(N/N=C/c2ccc(OCc3cccc4ccccc34)cc2)nc1
→ 7.9%	0.0%	1.8%
COc1ccccc1NS(=O)(=O)c1cc(C(=O)NCC(C)(C)N2CCOCC2)ccc1C
→ -6.8%	-4.1%[0.505 µM]	-1.9%
COc1cccc(NC(=O)c2ccc3c(c2)N(C)CCS3)c1
→ -8.2%	.	?
CCOc1ccc(NC(=O)C/C(C)=N/NC(=O)Cc2cccs2)cc1
→ 2.2%	.	-13.6%
COC(=O)c1cc(OC)c(OC)cc1NC(=O)c1ccco1
→ 1.3%	3.1%	-7.8%
NS(=O)(=O)c1cc(C(=O)OCC(=O)NC2CC2)ccc1Cl
→ 9.9%	2.5%	-1.9%
Cc1ccccc1-c1ccc(=O)n(CC(=O)Nc2ccc(N3CCOCC3)cc2)n1
→ -11.1%	3.8%	-1.4%
O=C(Nc1nc(-c2ccccc2)cs1)Nc1ccc(F)cc1F
→ 24.0%	-5.4%	-0.8%
CC(=O)N1CCc2c(sc3c2c(=O)n(CCc2ccccc2)c(=O)n3Cc2ccccc2C)C1
→ .	3.9%	-15.8%
O=C(Nc1cc([N+](=O)[O-])ccc1F)c1ccc2ccccc2c1
→ -11.9%	0.2%	-1.9%
CCCCNc1ncnc2oc(-c3ccco3)c(-c3ccco3)c12
→ .	9.2%	?
Cc1ccc(-c2cnc(N)n2C)cc1C
→ -3.7%	8.6%	-5.1%
NC(=O)NCc1ccccc1F
→ -4.1%	.	1.0%

Already shown: two of the compounds above.
Results follow in this order: N370S GC	TDP1 block	FEN1 inhibitor
Cc1ccc(-c2cnc(N)n2C)cc1C
→ -3.7%	8.6%	-5.1%
NC(=O)NCc1ccccc1F
→ -4.1%	.	1.0%

New compounds follow.
Results follow in this order: N370S GC	TDP1 block	FEN1 inhibitor
O=S1(=O)[C@H]2C[C@@H]3C=C[C@@]2(CN1Cc1ccc(F)cc1)O3
→ -15.8%	.	1.1%&-5.2%
Cc1ccc(-n2c(CNC(=O)c3cccs3)nnc2SCC(=O)NO)cc1
→ -6.3%	2.4%	19.5%
Cc1ccc(Cl)cc1N1CCN(C(=O)c2ccccc2SCC(=O)N2CCCC2)CC1
→ .	3.2%	-1.5%
N#Cc1cc(-c2ccccc2)nc(NN)n1
→ 0.0%	9.9%	-6.5%
Cc1ccc(C(=O)C(=S)N2CCOCC2)cc1
→ -9.4%	0.0%	3.2%
Nc1sc2c(c1C(=O)NCCc1ccccc1)CCC2
→ -5.4%	0.0%	-10.3%
O=C(Nc1cccnc1Cl)c1cc([N+](=O)[O-])ccc1Cl
→ -2.4%	-5.0%	-0.5%
CC(N)CCCC(C)(C)O (stereo not drawn)
→ 7.8%	7.9%[56.1 µM]	.
COc1ccccc1N1CCN(c2nc3c(S(=O)(=O)c4ccc(C)c(C)c4)nnn3c3ccc(Cl)cc23)CC1
→ .	0.0%	14.8%
COc1cc(OC)cc(-n2nc(C(=O)NCCCN3CCOCC3)c3ccccc3c2=O)c1
→ -7.3%	8.7%	-5.0%
CCCOc1ccc(CSC(=N)N)cc1C(=O)OC
→ 0.3%	1.4%	-0.8%
Cc1ccc(NC(=S)Nc2cccc3cnccc23)cc1C
→ -5.4%	0.0%	-9.1%
O=c1c2nnn(Cc3ccccc3)c2ncn1-c1ccccc1
→ -11.8%	6.6%	-3.4%
O=C(CN(Cc1cccs1)C(=O)CNS(=O)(=O)c1ccc(Cl)cc1)NCc1ccco1
→ 26.5%	0.0%	-1.4%
O=C(NCc1cccc2ccccc12)[C@H]1C[C@@H]1[C@H](NP(=O)(c1ccccc1)c1ccccc1)c1ccccc1
→ 4.2%	-1.5%	.

Continuation.
Results follow in this order: N370S GC	TDP1 block	FEN1 inhibitor
CC(C)Cn1c(-c2ccncc2)n[nH]c1=S
→ -2.7%	.	3.1%
CC1Oc2ccccc2N(CC(=O)NC2CC2)C1=O (stereo not drawn)
→ -2.3%	0.0%	4.0%
CCNC(=O)N1CCC(n2nccc2NC(=O)CCOc2ccccc2)CC1
→ 8.3%	5.9%	19.5%
COc1ccc(C(=O)NC(C)CCc2ccccc2)c(O)c1 (stereo not drawn)
→ ?	.	-7.8%
CCc1c(C)sc(NC(=S)NC(C)C2CCCO2)c1C(=O)OC (stereo not drawn)
→ 27.3%	10.3%	-16.0%
CCOC(=O)c1ccccc1NC(=O)CSc1ncc(C(=O)OCC)c(N)n1
→ ?	0.0%	-1.4%
Nc1nc(SCCO)[nH]c(=O)c1NC(=O)c1ccco1
→ .	-0.3%	1.3%
CCC(Sc1nc2c(sc3ccccc32)c(=O)n1CCc1ccccc1)C(=O)N(CC)CC (stereo not drawn)
→ .	3.4%	13.9%
O=C(NCc1ccccn1)c1cc(-c2ccncc2)nc2ccccc12
→ -8.2%	.	1.6%
COc1ccccc1NC(=O)COC(=O)[C@@H]1CCCN1C(=O)c1cccs1
→ 6.0%	4.5%	-4.9%
c1ccc2c(c1)CC(N1CCCCC1)c1ccccc1N2 (stereo not drawn)
→ -2.4%	4.3%	-1.2%
CCOc1ccccc1C(=O)NC(CO)C(=O)O (stereo not drawn)
→ 9.5%	3.9%	-16.1%
COc1ccc(CNC(=O)c2sc3nc4c(c(C(F)(F)F)c3c2N)CCC4)cc1OC
→ 8.5%	0.0%	-2.3%
COc1ccc(CCNC(=O)CSc2nc3c(c(=O)n(C)c(=O)n3C)n2C(C)C)cc1OC
→ 5.5%	0.0%	-1.7%
Cn1c(SCCC#N)nnc1-c1ccc(F)cc1
→ -3.3%	2.7%	.

> CC(=O)Nc1nc(-c2ccccc2)c(-c2ccccc2)o1
  N370S GC = -7.5%	TDP1 block = 5.5%	FEN1 inhibitor = -3.9%
> O=C(Nc1cccc(Cl)c1N1CCCC1)c1ccc([N+](=O)[O-])o1
  N370S GC = -3.4%	TDP1 block = 8.2%	FEN1 inhibitor = -2.6%
> NNC(=S)Nc1cccc(Cl)c1
  N370S GC = -6.8%	TDP1 block = .	FEN1 inhibitor = 11.4%
> CCCCn1c(N)c(N(CCC(C)C)C(=O)C2CCN(C(=O)c3ccccc3C)CC2)c(=O)[nH]c1=O
  N370S GC = 1.2%	TDP1 block = -2.8%	FEN1 inhibitor = -2.5%
> C/C(CC(=O)Nc1cccc(C(F)(F)F)c1)=N\NC(=O)C(=O)NCC(C)C
  N370S GC = -0.6%	TDP1 block = 0.0%	FEN1 inhibitor = 1.4%
> Cc1cccc(C(=O)Nc2ccc(O)c3c(=O)cc(-c4ccccc4Cl)oc23)c1
  N370S GC = 1.9%&6.7%	TDP1 block = 6.2%&3.9%	FEN1 inhibitor = -11.7%&-3.9%
> O=C(Nc1ccncc1)c1ccc(S(=O)(=O)Nc2ccccc2)cc1
  N370S GC = 5.3%	TDP1 block = -1.2%	FEN1 inhibitor = -5.7%
> Cc1ccc(C(=O)CSc2n[nH]c(C)n2)cc1
  N370S GC = 9.0%	TDP1 block = 6.2%	FEN1 inhibitor = 7.3%
> COc1cc(CO)ccc1OCC(=O)Nc1ccc(Br)cc1
  N370S GC = 13.5%	TDP1 block = -1.2%	FEN1 inhibitor = -0.1%
> CS(=O)(=O)N1CCCC(C(=O)NCc2ccccn2)C1 (stereo not drawn)
  N370S GC = -1.5%	TDP1 block = 8.8%	FEN1 inhibitor = -3.7%
> CCOc1ccc(NC(=O)NNC(=O)c2ccc3ccccc3c2O)cc1
  N370S GC = ?	TDP1 block = 2.4%	FEN1 inhibitor = -12.0%
> CCOC(=O)c1oc2nc(C(C)C)c3c(c2c1N)CCC3
  N370S GC = ?	TDP1 block = 4.2%	FEN1 inhibitor = 8.3%
> CCN(CC(=O)Nc1c(F)cccc1F)C(=O)c1cccc(S(=O)(=O)N(C)c2ccccc2)c1
  N370S GC = -3.0%	TDP1 block = .	FEN1 inhibitor = 11.4%
> COc1ccc(N2CCN(C(=O)C3CCN(S(=O)(=O)c4ccc5c(c4)oc(=O)n5C)CC3)CC2)cc1
  N370S GC = -16.4%	TDP1 block = 6.9%	FEN1 inhibitor = 22.5%
> O=C(N/N=C\c1ccc(Sc2ccccn2)o1)c1cccc(F)c1
  N370S GC = 3.1%	TDP1 block = 5.0%	FEN1 inhibitor = 12.7%

> COc1nonc1NCn1nc(C)cc1C
  N370S GC = -14.0%	TDP1 block = 6.5%	FEN1 inhibitor = 10.0%
> Cc1ccc(N(Cc2cccs2)C(=O)c2ccccc2[N+](=O)[O-])cc1
  N370S GC = .	TDP1 block = 5.7%	FEN1 inhibitor = -4.7%
> CCOC(=O)COc1ccc(F)cc1C(=O)c1ccn2nc(-c3ccc(C)cc3)cc2n1
  N370S GC = .	TDP1 block = 8.4%	FEN1 inhibitor = 13.5%
> Cc1cccc(Cc2nnc(NC(=O)c3cccc(S(=O)(=O)N4CCOCC4)c3)s2)c1
  N370S GC = -2.0%	TDP1 block = 1.1%	FEN1 inhibitor = 4.5%
> CC1=C(/C=C/C(C)=C/C=C/C(C)=C/C(=O)Nc2ccc(O)cc2)C(C)(C)CCC1
  N370S GC = -4.4%&2.0%&-5.5%&10.2%&-13.0%	TDP1 block = 15.1%[56.1 µM]	FEN1 inhibitor = ?
> CCOc1ccccc1CNC(=O)c1ccc2c(c1)sc1nc(-c3cccc(OC)c3)cn12
  N370S GC = .	TDP1 block = 5.2%	FEN1 inhibitor = -9.6%
> N#CC1(NC(=O)COc2ccc(C(N)=O)cc2)CCCC1
  N370S GC = .	TDP1 block = 1.1%	FEN1 inhibitor = -7.5%
> Cc1nnn(-c2nonc2N)c1C(=O)NNC(=O)c1ccc(Cl)c(Cl)c1
  N370S GC = 0.1%	TDP1 block = -0.6%	FEN1 inhibitor = -2.8%
> NC(=O)c1ccccc1NC(=O)CS(=O)(=O)Cc1ccccc1
  N370S GC = -13.6%	TDP1 block = 6.2%	FEN1 inhibitor = 16.7%
> Cc1ccc2cc(C#N)c(N3CCN(C(=O)c4cccs4)CC3)nc2c1
  N370S GC = 1.3%	TDP1 block = .	FEN1 inhibitor = -1.5%
